# Screens: PubChem, National Center for Advancing Translational Sciences (NCATS)
# BCR signal inh = inhibitors of chronic active B-cell receptor signaling; ABC-DLBCL IkBa-CBG/CBR reporter, luminescence ratio, 4 h; Potency, µM (doses to about 46.1 µM), inactives show at the top dose ratio change, negative = lower green/red ratio, actives largely listed as inhibitors; 340,000 tested, 0.05% active; AID 493014; active = well fitted inhibition curve with a large enough effect in the signal ratio, with a control signal flat, not every such curve was filed as active; inconclusive = small, poorly fitted or top-dose-only effect, or effect the other way, or a change in a side signal; the % refers to the signal ratio;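 also: potency is read from the fitted curve at half-maximal effect; plate controls were basal doxycycline-induced cells for no effect and cells given 10 µM MG132 for full effect; MG132 reads +100%, hits lower the ratio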
#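 Concentration-response series (up to 46 uM) were applied to TMD8 dual-reporter cells for 4 h at 37C with doxycycline. Green/red ratio, after filter-overlap correction, defined %Activity; red signal alone was normalised to basal cells and zero luminescence.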
# Mito fusion yeast = mitochondrial division inhibition or fusion activation; Potency, µM (titrated, usually from 46.1 µM), for inactives: at the highest dose growth rescue (activation), usual class: activators; 320,000 tested, 0.23% active; S. cerevisiae fusion-defective mutant growth rescue, CellTiterGlo 48 h; AID 485298;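 also: potency is read from the fitted curve at half-maximal effect; % of control where 0% means no effect; nearly all actives have a fitted effect of over 45% in size; temperature-sensitive fusion mutants such as fzo1-1 at 37 °C on non-fermentable ethanol glycerol medium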
#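 Growth-rescue viability read-out: after 48 h at the non-permissive 37C in glycerol/ethanol YPEG, yeast mitochondrial fusion mutants are measured by CellTiterGlo luminescence; compounds (23 nl pinned per well) restoring growth score as division inhibitors or fusion activators.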
# PTAP TSG101 blk = blocks PTAP/TSG101 interaction to inhibit HIV-1 budding; Q99816; 340,000 tested, under 10 active; Fluorescence polarization, FITC-PTAP peptide / Tsg101 binding; Potency, µM (series often up to 115 µM), for the others: top-dose activity change, negative = inhibition, hits mostly inhibitors; active = well fitted inhibition curve with a large enough effect in the main read-out, with a control signal flat, not every such curve was filed as active; inconclusive = small, poorly fitted or top-dose-only effect, or effect the other way, or a change in a side signal; inactive = no such curve, though single readings can be large or run the other way; also: potency is read from the fitted curve at half-maximal effect; % of control where 0% means no effect
# Target sequence (Q99816 whole entry, looked up): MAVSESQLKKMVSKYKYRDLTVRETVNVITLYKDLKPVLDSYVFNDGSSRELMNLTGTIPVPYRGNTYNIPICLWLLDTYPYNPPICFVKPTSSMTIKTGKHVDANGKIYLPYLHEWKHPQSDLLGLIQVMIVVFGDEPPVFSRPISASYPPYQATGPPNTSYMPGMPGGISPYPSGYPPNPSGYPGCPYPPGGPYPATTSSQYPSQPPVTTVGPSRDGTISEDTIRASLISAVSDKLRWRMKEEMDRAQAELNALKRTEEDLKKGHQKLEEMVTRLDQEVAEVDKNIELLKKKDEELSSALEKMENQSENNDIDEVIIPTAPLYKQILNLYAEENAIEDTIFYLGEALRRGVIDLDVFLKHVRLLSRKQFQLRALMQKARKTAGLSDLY
#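 Fluorescence polarization binding of Tsg101 binding domain (10 uM final) to FITC-labeled PTAP peptide (50 nM final) in HEPES pH 7.5 buffer with NaCl, Tween 20, EDTA, TCEP. Compounds added before peptide; binding 20 min at RT.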
# TSHR antagonist = antagonists of human thyroid stimulating hormone receptor. activity change, negative = inhibition, % at 11.5 µM. 330,000 tested, 0.2% active. P16473. TSHR-expressing cells, TSH-stimulated cAMP HTRF, 2 h; active compounds read low;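 active = activity change below a set negative limit, meaning inhibition stronger than a set level, cut at about -70% in these data; inconclusive = activity change between two set negative limits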; also: % is scaled to controls: 0 for no effect and ±100 for the full control effect
#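 TSHR-expressing cells, 200/well, pre-treated with compound, then stimulated with EC80 TSH (4nM final) for 2 hours at 37 deg C. cAMP measured by competitive HTRF: anti-cAMP cryptate antibody in lysis buffer plus cAMP-d2, read after 30 minutes at room temperature.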
# ELG1 DNA repair = blocks ELG1-dependent DNA repair in HEK293T cells. 330,000 tested, 2.3% active. Potency, µM (titrated, usually from 46.1 µM), for the others: at the top dose activity change, negative = inhibition, actives largely listed as inhibitors. HEK293T ELG1-luciferase reporter, luminescence, 16 h; DNA damage induced by 5-fluorouridine; also: potency is read from the fitted curve at half-maximal effect; % is scaled to controls: 0 for no effect and ±100 for the full control effect; nearly all actives have a fitted effect of over 55% in size
#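 5-Fluorouridine DNA damage + compound/DMSO, 2,000 cells/well, 16 h, 37 °C/5% CO2. ONE-Glo, 30 min RT, luminescence. Readout = decrease in reporter signal.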
# USP2a block = USP2a (human) protease inhibition; USP2 core, Ub-CHOP2 coupled fluorogenic reporter, 485/531; Potency, µM (top dose mostly 38.3 µM), for the others: at the top dose activity change, negative = inhibition, usual class: inhibitors; 330,000 tested, 0.01% active; AID 463254;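 also: potency is read from the fitted curve at half-maximal effect; plate controls were DMSO wells for no effect and full inhibition by NEM control for full effect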
#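 Cell-free coupled assay: 10nM USP2 core preincubated 30min RT with compound in Tris-HCl pH 8.0/CaCl2/CHAPS buffer, then 25nM Ub-CHOP2 and 25nM reporter substrate; fluorescence (Ex 485/Em 531) read after 60min RT, normalized to NEM inhibition, concentration-response curves fitted.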
# uPA generation = inhibitors of cell surface uPA generation. AID 540303. 330,000 tested, 0.31% active. Potency, µM (top dose mostly 38.3 µM), for inactives: top-dose activity change, negative = inhibition, most hits filed as inhibitors. cell surface uPA generation assay, qHTS; active = well fitted inhibition curve with a large enough effect; inconclusive = small, poorly fitted or top-dose-only effect; inactive = no such curve, though single readings can be large or run the other way; tested in mouse RAW 264.7 cells; also: potency is read from the fitted curve at half-maximal effect; % is scaled to controls: 0 for no effect and ±100 for the full control effect; nearly all actives have a fitted effect of over 55% in size
# Tb PFK inh = T. brucei PFK enzyme inhibition | T. brucei PFK, ADP-Glo luminescence | Potency, µM (top dose mostly 57.5 µM), inactives show top-dose activity, negative = inhibition, hits mostly inhibitors | 330,000 tested, 0.17% active | AID 485367 | O15648;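 also: potency is read from the fitted curve at half-maximal effect; 0% = uninhibited 1x PFK enzyme wells and -100% = no-enzyme wells; nearly all actives have a fitted effect of over 60% in size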
#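 PFK 1.25 nM, F6P 0.5 mM, ATP 0.1 mM, 0.1 M TEA pH 8.0, 5 mM MgCl2, 0.01% Tween20, 0.1% BSA; 45 min RT. ADP-Glo readout. qHTS titration up to 57 uM; curves fitted, compounds curve-classed.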
# Eya2 phos inh = blocks the phosphatase activity of human Eya2; O00167; 330,000 tested, 0.006% active; recombinant Eya2, OMFP fluorescence dephosphorylation (OMFP is methylfluorescein phosphate); Potency, µM (series often up to 76.9 µM), for the others: at the highest dose activity, negative = inhibition, usual class: inhibitors; AID 488837; also: potency is read from the fitted curve at half-maximal effect; % is scaled to controls: 0 for no effect and ±100 for the full control effect
#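 Eya2 protein (added as 0.2 uM solution) was preincubated with compound for 10 min at ambient temperature in 50 mM HEPES pH 7.5, 50 mM NaCl, 5 uM MgCl2, 0.05% BSA, 1 mM DTT. OMFP (added at 50 uM) then reacted 10 min; fluorescence read at 485/525 nm.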
# TCR activator = T cell receptor activation | primary human leukocytes, anti-CD3, IL-2 HTRF, 48 h | Potency, µM (doses to about 9.22 µM), for inactives: at the highest dose activation of IL-2 secretion, hits mostly activators | 330,000 tested, under 10 active; also: % of control where 0% means no effect
#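 Using a-CD3 beads without co-stimulation, primary human leukocytes were exposed to compounds for 48 hr. An HTRF IL-2 kit measured the cytokine, with europium-to-d2 energy transfer producing emission at 665nm upon 320nm excitation.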
# B2AR arrestin = beta2AR (human) beta-arrestin recruitment activity; P07550; beta-arrestin recruitment to beta2AR, cell-based reporter; Potency, µM (doses to about 46.1 µM), without a hit: at the top dose activation, hits mostly activators; 330,000 tested, 0.02% active; AID 492947;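 also: potency is read from the fitted curve at half-maximal effect; 0% = DMSO controls and full agonism = EC100 isoproterenol or metaproterenol; nearly all actives have a fitted effect of over 65% in size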
# Target sequence (P07550 whole entry, looked up): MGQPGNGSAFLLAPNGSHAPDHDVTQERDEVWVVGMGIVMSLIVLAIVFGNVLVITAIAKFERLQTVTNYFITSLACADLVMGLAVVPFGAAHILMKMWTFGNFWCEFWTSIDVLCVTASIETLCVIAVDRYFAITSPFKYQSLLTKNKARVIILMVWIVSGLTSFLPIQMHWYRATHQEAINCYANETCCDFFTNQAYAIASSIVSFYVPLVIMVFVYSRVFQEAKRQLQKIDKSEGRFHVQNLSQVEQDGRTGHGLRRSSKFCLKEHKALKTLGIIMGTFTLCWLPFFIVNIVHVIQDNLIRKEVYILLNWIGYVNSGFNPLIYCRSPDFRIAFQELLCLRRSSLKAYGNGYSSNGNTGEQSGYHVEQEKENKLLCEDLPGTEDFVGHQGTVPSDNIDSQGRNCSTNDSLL
# * marks the source's active call; other numbers are inactive results; ? = inconclusive; . = no result given; [ ] = dose if it differs, or a comment. Unless noted, calls follow the shape of the dose curve; as a rule, active = well fitted curve in the direction sought with a large enough effect; inconclusive = small, poorly fitted or top-dose-only effect, or another doubt; inactive = no such curve, though single readings can be large; an effect the other way counts as inactive or inconclusive. Outcome played no part in choosing rows, and some 3% of all compounds hit somewhere here.
SMILES,BCR signal inh,Mito fusion yeast,PTAP TSG101 blk,TSHR antagonist,ELG1 DNA repair,USP2a block,uPA generation,Tb PFK inh,Eya2 phos inh,TCR activator,B2AR arrestin
Cc1c(C(=O)N2CCN(Cc3ccccc3)CC2)sc2ncnc(N3CCOCC3)c12,?,-2%,-8%,5,-21%,2%,6%,-1%,3%,0%,-0.1%
COCCn1c(SCC(=O)NC2CC2)nc2ccccc21,1%,0%,-10%,23,?,0%,-1%,0%,4%,-1%,-0.2%
CN(CC(=O)NCCCn1ccnc1)S(=O)(=O)c1ccc(Cl)cc1,1%,.,-5%,4,7%,-1%,5%,-5%,-18%,.,0.2%
Cc1ccc(C)c(NC(=O)CN(C)C(=O)CCN2C(=O)c3ccccc3C2=O)c1,3%,-3%,-1%,2,-1%,-1%,3%,0%,11%,6%,-0.9%
CCN(C(=O)COC(=O)c1nccnc1N)c1cccc2ccccc12,-13%,.,0%,-4,1%,2%,4%,-11%,-2%,-3%,1.0%
Cc1sc(NC(=O)c2sc3nc4c(C)cccc4cc3c2N)c(C#N)c1C,12%,4%,1%,-4,?,-6%,3%,-6%,19%,0%,-0.6%
CCOC(=O)Cc1csc(CC(N)=O)n1,?,-1%,-1%,4,-11%,-1%,1%,4%,5%,9%,-1.1%
O=C(CSc1n[nH]c(=O)n1C1CC1)Nc1ccc(F)c(Cl)c1,?,.,-2%,-6,1%,-1%,-5%,?,-13%,3%,-0.2%
CC(C)c1ccc(/C=N/NC(=O)c2ccccn2)cc1,?,1%,-3%,4,?,-2%,-16%,-11%,?,1%,0.0%
Cn1c(=O)c2c(SCc3cccnc3)nc(C3CC3)nc2n(C)c1=O,?,15%,-4%,-25,-2%,-1%,16%,1%,10%,5%,-1.8%
COc1ccc(-c2noc(C3CCCN(C(=O)CCc4ccccc4)C3)n2)cc1 (configuration not stated),?,2%,-5%,-10,?,-4%,.,-2%,-24%,1%,0.1%
Cc1cc(C(=O)NNC(=S)NC(C)c2ccccc2)cs1 (configuration not stated),-1%,-12%,0%,4,4%,0%,-7%,8%,3%,-3%[46.1 µM],-0.5%
Cn1c(SCc2nc(-c3ccc(Cl)cc3)no2)nnc1-c1cccs1,1%,4%,-3%,-34,?,3%,4%,5%,-8%,-2%,-0.2%
O=C(CN1C(=O)C2C3CCC(C3)C2C1=O)NCc1ccco1 (configuration not stated),-14%,-1%,-2%,-7,-8%,-1%,4%,-3%,4%,-2%,-0.1%
CS(=O)(=O)Nc1ccc(C2=NN(S(C)(=O)=O)C(c3ccc4c(c3)OCO4)C2)cc1 (configuration not stated),?,-2%,13%,0,?,2%,-1%,14%,4%,4%[46.1 µM],1.6%

# Another view of two compounds above:
> Cc1cc(C(=O)NNC(=S)NC(C)c2ccccc2)cs1 (configuration not stated)
  BCR signal inh: -1%	Mito fusion yeast: -12%	PTAP TSG101 blk: 0%	TSHR antagonist: 4	ELG1 DNA repair: 4%	USP2a block: 0%	uPA generation: -7%	Tb PFK inh: 8%	Eya2 phos inh: 3%	TCR activator: -3%[46.1 µM]	B2AR arrestin: -0.5%

> Cn1c(SCc2nc(-c3ccc(Cl)cc3)no2)nnc1-c1cccs1
  BCR signal inh: 1%	Mito fusion yeast: 4%	PTAP TSG101 blk: -3%	TSHR antagonist: -34	ELG1 DNA repair: ?	USP2a block: 3%	uPA generation: 4%	Tb PFK inh: 5%	Eya2 phos inh: -8%	TCR activator: -2%	B2AR arrestin: -0.2%

# Remaining list, next part
SMILES,BCR signal inh,Mito fusion yeast,PTAP TSG101 blk,TSHR antagonist,ELG1 DNA repair,USP2a block,uPA generation,Tb PFK inh,Eya2 phos inh,TCR activator,B2AR arrestin
O=C(Nc1cccc(C(=O)N2CCOCC2)c1)c1ccccc1,2%,-1%,-7%,4,14%,0%,1%,0%,-3%,3%,0.5%
CC/C(=N\NC(=O)CNC(=O)/C=C/c1ccco1)c1ccccc1,2%,0%,-1%,18,-1%,3%,3%,-5%,-41%,2%,-0.8%
COc1cccc(-c2ccc3c(N)c(C(=O)NC4CC4)sc3n2)c1,-13%,17%,0%,-18,?,-1%,-9%,-1%,1%,-1%,0.4%
C=CCN(CC=C)CCOc1cccc(Oc2ccccc2)c1,4%,0%,-1%,-4,-1%,-1%,-6%,2%,-5%,4%,0.1%
COc1ccc(C(=O)n2cnc3ccccc32)cc1,-4%,3%,-7%,1,13%,0%,-4%,1%,5%,6%,-0.2%
COc1cc(C(=S)N2CCCC2)ccc1OCc1ccc(C)cc1,?,-5%,-3%,-49,25%,-11%,1%,1%,-6%,.,4.9%
COc1cccc(-c2nc(CS(=O)(=O)CC(=O)NCCCN3CCN(C)CC3)c(C)o2)c1,0%,-4%,-4%,-7,10%,2%,-17%,0%,12%,0%,-0.8%
O=C(NCC1CCCO1)C1CCCN(S(=O)(=O)c2cccc3nsnc23)C1 (configuration not stated),1%,-1%,-7%,.,-5%,0%,0%,-3%,-11%,7%,-0.2%
Cc1cc(=O)c(C(=O)OC(C)C(=O)NC(N)=O)nn1-c1ccc(Cl)cc1 (configuration not stated),-2%,-12%,-4%,9,16%,-2%,-1%,-1%,-4%,1%,0.1%
CC(C)(C)C(=O)Nc1nc2ccc(S(C)(=O)=O)cc2s1,?,1%,5%,46,?,-2%,-9%,-7%,-8%,-2%,-0.8%
CN(C(=O)c1ccc(NC(=O)C2CCN(C(=O)OC(C)(C)C)CC2)cc1)C1CCC1,-2%,.,-2%,-5,?,0%,-10%,4%,12%,-1%,-0.1%
c1ccc(C2CC(c3cccs3)n3nnnc3N2)cc1 (configuration not stated),-7%,1%,-11%,0,-4%,2%,-4%,-1%,2%,-3%,0.0%
O=C(C(=O)N1CCN(c2ccc([N+](=O)[O-])cc2)CC1)c1cn(CC(=O)N2CCOCC2)c2ccccc12,-1%,-1%,-5%,-5,-11%,2%,0%,0%,1%,3%,0.4%
CCCOc1ccc(C2C(C(=O)c3ccco3)=C(O)C(=O)N2CCCn2ccnc2)cc1 (configuration not stated),?,1%,0%,17,?,1%,1%,-6%,-8%,3%,0.3%
C=CCc1cc(C)cc(C)c1OCCn1cncn1,-3%,-2%,-2%,2,13%,-5%,0%,1%,-18%,5%[46.1 µM],0.2%
Cc1ccc2[nH]c(C(=O)N/N=C/c3ccccc3C(=O)O)c(-c3ccccc3)c2c1,?,11%,-1%,14,?,-1%,-7%,-6%,?,9%,0.3%
CN1CCN(c2ccc(CNC(=O)c3ccc4c(c3)OCCO4)cc2)CC1,?,0%,-3%,-5,?,2%,1%,1%,-3%,-7%,0.2%
COc1ccc(Cl)cc1NC(=O)C(=O)N/N=C/c1cc(C)n(-c2ccc(C)cc2)c1C,?,-5%,-4%,14,8%,-6%,-3%,0%,3%,-6%,1.0%
CC1N=C2c3ccccc3N=C(SCc3cc(=O)n4cc(Cl)ccc4n3)N2C1=O (configuration not stated),-6%,8%,1%,-2,?,-1%,-3%,24%,3%,-3%[46.1 µM],0.1%
CCOC(=O)c1c(C)[nH]c(C)c1C(=O)COC(=O)/C=C/c1ccc(OC(F)F)cc1,?,?,0%,100,?,3%,-6%,0%,0%,-13%[46.1 µM],2.2%
c1cnc(-c2nnc3n2CCCCC3)cn1,5%,-1%,-8%,2,6%,-1%,-13%,-1%,7%,-8%,-0.8%
COCCNC(=O)c1cc2cc(Br)cc(Br)c2oc1=O,-5%,3%,0%,3,5%,1%,3%,-2%,14%,.,0.0%
CCCC(=O)NCc1nc2ccccc2n1C,-1%,0%,-1%,2,1%,-1%,-3%,12%,-7%,.,0.0%
COc1ccc(NC(=O)CSc2nc3[nH]c(=O)cc(O)c3s2)cc1OC,0%,-3%,-5%,-4,11%,-2%,5%,-2%,-19%,1%,-0.2%
O=C(NC1CCCCCC1)c1cccc(COCC(F)(F)F)c1,-20%,8%,-2%,-8,?,-1%,2%,-5%,3%,6%[46.1 µM],-0.9%
